# Assay outcomes as filed in PubChem BioAssay.
# Hsp70 activator: transcriptional activators of Hsp70 | AID 1203 | activation, % at 10 µM | actives 0.04% (n = 200,000) | HeLa Hsp70 promoter luciferase reporter, luminescence; scaled: vehicle 0, proteasome-inhibitor control 100%;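 active = activation above the mean across all tested compounds plus 3 SD, cutoff set per campaign, cut at about 5.5% in these data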;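 also: 100% = MG132 at 30 µM as the positive control and 0% = DMSO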
# RAM network inh: blocks the yeast RAM network; S. cerevisiae dse1pr::URA3 reporter, 5-FOA growth OD615, 2 d; analog-sensitive cbk1-as2 kinase mutant strain; inhibition, % at 50 µM; actives 1.8% (n = 190,000);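 active = inhibition above a set limit, 3 SD over mean compound inhibition, cut at about 8.4% in these data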;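 also: 0% = DMSO-only wells with no growth and 100% = 10 µM 1-NA-PP1 full growth; inhibition rescues growth on 5-FOA so higher OD means more RAM inhibition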
# S1P3 antagonist: S1P3 (human) receptor antagonism. actives 0.27% (n = 170,000). AID 485. inhibition, % at 4.98 µM. CHO S1P3 NFAT-BLA reporter, FRET fluorescence, antagonist mode. Q99500;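 active = inhibition above the plate cutoff, the mean inhibition of test wells on that plate plus 3 SD, cut at about 28% in these data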;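 also: cells challenged with S1P at its EC80 of 0.8 µM; blue over green emission ratio from cleaved BLA substrate after 4 h stimulation; 0% = S1P-stimulated wells and 100% = unstimulated DMSO-only wells; some compounds past the cut are filed as inactive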
# Target sequence (Q99500 whole entry, looked up): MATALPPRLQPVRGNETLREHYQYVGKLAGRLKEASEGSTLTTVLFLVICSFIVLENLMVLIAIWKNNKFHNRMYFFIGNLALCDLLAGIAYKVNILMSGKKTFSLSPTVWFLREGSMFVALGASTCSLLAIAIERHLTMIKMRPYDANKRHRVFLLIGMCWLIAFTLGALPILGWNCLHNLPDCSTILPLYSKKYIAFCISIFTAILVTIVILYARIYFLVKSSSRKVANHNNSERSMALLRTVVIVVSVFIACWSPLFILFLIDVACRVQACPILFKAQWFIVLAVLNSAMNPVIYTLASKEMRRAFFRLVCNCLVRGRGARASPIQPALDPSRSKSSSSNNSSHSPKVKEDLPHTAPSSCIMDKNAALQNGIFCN
# TNAP inh no acc: TNAP (human) inhibition, acceptor-free conditions. purified TNAP, CDP-star luminescence, 30 min. actives 0.26% (n = 200,000). inhibition, % at 20 µM. P05186. AID 1012;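 active = tissue-nonspecific alkaline phosphatase inhibition above about 50% at 20 µM in the single-dose screen, limit read from the data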;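 also: 0% = DMSO negative control and 100% = EDTA positive control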
# TNAP inh hiacc: blocks human TNAP under high phosphate acceptor concentration; P05186; purified TNAP, CDP-star luminescence, 1 M DEA; inhibition, % at 20 µM; actives 0.03% (n = 200,000); AID 1135;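 active = over 50% inhibition of tissue-nonspecific alkaline phosphatase at 20 µM in the single-dose screen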;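 also: plate controls were DMSO wells for no effect and EDTA-quenched wells as full inhibition for full effect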
# PMI act: increases human mannose-6-phosphate isomerase activity. P34949. actives 0.005% (n = 190,000). purified human PMI, coupled resazurin fluorescence, 20 min; hits give high values; 1 = vehicle control, 0 substrate-free wells. AID 1214. activation factor at 20 µM;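 active = activation factor of 2 or more at 20 µM, relative to plate controls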
# Target sequence (P34949 whole entry, looked up): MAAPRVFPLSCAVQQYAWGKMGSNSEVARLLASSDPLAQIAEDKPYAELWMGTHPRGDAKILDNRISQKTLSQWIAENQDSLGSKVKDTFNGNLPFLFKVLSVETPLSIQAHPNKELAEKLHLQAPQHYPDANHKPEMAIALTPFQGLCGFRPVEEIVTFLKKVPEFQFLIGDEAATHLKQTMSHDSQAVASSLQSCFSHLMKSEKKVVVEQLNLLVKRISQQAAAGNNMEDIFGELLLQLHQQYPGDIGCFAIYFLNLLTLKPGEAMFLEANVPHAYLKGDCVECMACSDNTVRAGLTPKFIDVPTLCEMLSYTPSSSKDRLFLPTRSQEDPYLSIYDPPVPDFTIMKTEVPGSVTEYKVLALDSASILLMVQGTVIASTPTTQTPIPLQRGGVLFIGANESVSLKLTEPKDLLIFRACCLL
# PMI act satM6P: activators of human phosphomannose isomerase at near-saturating mannose 6-phosphate. P34949. AID 1216. coupled PMI enzyme assay, resazurin fluorescence, 20 min; hits give high values; 1 = untreated enzyme, 0 = substrate-free blank. activation factor at 20 µM. actives 0.34% (n = 190,000);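 active = activation factor of 2 or more at 20 µM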
#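 Test system: human phosphomannose isomerase with PGI, G6PDH, diaphorase coupling enzymes / Doses: 20 µM compound, 1% DMSO / Times: enzyme reaction with compound 20 min at room temperature / Measured by: Diaphorase-driven resazurin-to-resorufin fluorescence, excitation 544, emission 590 nm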
# L major viab: reduces viability of Leishmania major promastigotes; resazurin fluorescence viability; inhibition, % at 10 µM; actives 9% (n = 200,000); in the data active = inhibition above about 50%;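 also: promastigotes grown with compound for 44 hours at 28 °C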
# Redox H2O2 prof: compounds producing H2O2 with reducing agent – biochemical, NIH compound library profiling, artefact control for MLSCN library redox annotation, primary screen; DTT-dependent redox cycling H2O2, phenol red/HRP absorbance; 100% = 100 µM peroxide control, 0% = buffer; activation, % at 10 µM; actives 0.03% (n = 200,000);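 active = activation of at least 50% relative to the plate's high and low controls in the primary single-dose screen; inactive = activation below 50%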;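 also: compound incubated with DTT at 0.8 mM final as the reducing agent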
# HMGR II inh: E. faecalis class II HMG-CoA reductase inhibition. inhibition, % at 10 µM. purified E. faecalis HMGR, NADPH absorbance 340 nm kinetic. actives 0.41% (n = 190,000). AID 1066;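 active = inhibition above a set limit, the median over all tested compounds plus 3 SD, cut at about 9.5% in these data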;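 also: enzyme runs in reverse so mevalonate oxidation gives rising NADPH absorbance; 0% = complete reaction with DMSO and 100% = background rate lacking mevalonate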
# Starred values were filed as active, the others as inactive; nt = not tested or not shown. Rows are unselected. About 12% of those tested had a hit in this group.
SMILES,Hsp70 activator,RAM network inh,S1P3 antagonist,TNAP inh no acc,TNAP inh hiacc,PMI act,PMI act satM6P,L major viab,Redox H2O2 prof,HMGR II inh
Cc1ccc(-n2c(O)c(C=Nc3ccc4c(c3)OCO4)c3ccccc3c2=O)cc1C,-0.4,10.1*,nt,-9.0,-0.7,0.9,0.9,-0.2,-3.2,-2.0
NNC(=O)c1ccc(N2CCc3ccccc32)c([N+](=O)[O-])c1,0.0,-1.0,-19.7,2.9,7.2,1,1.1,19.4,0.0,-0.2
CCCCN1CC2([N+](=O)[O-])C=CC(=O)C([N+](=O)[O-])(C1)C2CC(=O)c1ccccc1 (centres undefined),-0.4,0.9,2.9,5.9,8.6,0.9,0.7,2.4,0.1,-1.2
Nc1ccc(NC2C[C@@H](C(=O)O)NC2=O)cc1 (some centres undefined),-0.1,0.2,-3.3,-9.3,-0.6,1.1,0.8,-6.2,0.0,-5.0
O=C(Oc1ccccc1)N1CCN(c2ccc(F)cc2)CC1,-0.4,0.2,15.1,-10.8,-1.9,1,1.1,12.0,2.9,3.9
Cc1ccc(C(=O)Cn2c(NCCO)nc3ccccc32)cc1,-0.3,0.1,-9.4,-9.1,-5.5,1,0.9,12.2,2.4,-2.5
Cc1ccc(-c2noc(C3CCN(S(=O)(=O)c4ccc5c(c4)OCCO5)CC3)n2)o1,-0.2,3.5,15.3,-10.4,-5.4,0.9,0.9,38.8,1.0,2.8
CCCCC(CC(O)COCCC)c1n[nH]c(=S)n1-c1ccccc1 (centres undefined),-0.3,0.1,-1.5,13.5,-1.3,0.9,0.9,-0.1,-0.4,-5.1
CC(C)NS(=O)(=O)c1ccc(OCC(=O)Nc2ccc3c(c2)OCCO3)cc1,0.0,2.9,4.8,0.5,-3.9,1,1,-0.5,0.7,-5.4
CCOc1ccc2nc(NC(=O)c3ccc(OC)c(S(=O)(=O)N4CCOCC4)c3)sc2c1,-0.3,3.3,nt,-22.8,2.7,0.9,1,6.7,0.1,1.4
Cc1nn(CC(=O)Nc2ccc3c(c2)oc2ccccc23)c(=O)c2ccccc12,-0.2,1.3,-18.3,-16.1,-6.5,0.9,0.9,-4.5,1.2,-5.3
COc1ccc(CN=C(C)c2c(C(F)(F)F)[nH]n(-c3nc4ccccc4s3)c2=O)cc1,-0.2,5.5,nt,-5.2,-2.1,0.9,1,4.0,0.3,-3.9
C=C(C(=O)c1ccccc1)C(C)C(=C)C(=O)c1ccccc1,0.2,-0.2,5.8,-6.1,-0.7,0.8,0.9,100.2*,-0.1,-0.5
CSc1c(CC(=O)Nc2ccccc2C(F)(F)F)n(Cc2ccccc2)c2ccccc12,-0.2,8.2,-9.1,-22.5,-0.9,1,1.1,3.5,2.2,0.2
Cc1ccc(OCC(=O)Nc2ccc3c(c2)OCCO3)cc1C,0.6,0.1,-7.4,-208.5,-1.4,1.1,1,0.9,0.6,-4.1
NC(=O)CSC1=Nc2ccccc2C2=NC(c3ccccc3)C(=O)N12 (centres undefined),-0.2,0.2,-3.5,-8.5,-2.4,1.1,0.9,-4.8,0.3,-7.9
CC1(C)Nc2ccccc2N(Cc2ccc([N+](=O)[O-])cc2)C1=O,-0.1,-0.4,0.0,-2.5,-5.3,1.1,1.1,-7.2,-2.3,-1.4
COc1cc(S(=O)(=O)N2CCN(c3ccccc3F)CC2)c(OC)cc1Cl,0.2,3.0,25.1,-6.3,-0.4,0.9,1,-3.2,1.1,1.6
CCCn1c(NC(=O)c2ccc(C)cc2)nc2ccccc21,0.2,3.9,27.4,2.6,-3.4,1,1.1,17.0,-2.1,-3.2
COc1ccc(N(CC(=O)Nc2ccc3c(c2)OCCO3)S(=O)(=O)c2c(C)nn(C)c2C)cc1,-0.2,0.3,-40.3,20.3,-5.3,1,1,43.2,-0.6,-7.8
Cc1ccc(S(=O)(=O)N2CCC(=O)N(CCOC(=O)Nc3cccc(Cl)c3)CC2)cc1,-0.2,1.7,-3.9,-0.8,-1.5,1,1.1,6.2,0.5,-7.6
CC1(C)Cc2c(ccc3ccccc23)/C(=C/C#N)N1,-0.3,3.1,nt,-5.3,-5.1,0.9,1,-2.8,2.2,-6.7
CCOC(=O)Cc1cc(=O)n2[nH]c(-c3ccccc3)cc2n1,-0.1,1.2,nt,12.0,-2.1,1,1.1,-4.1,0.4,-3.5
Clc1ccc(-c2nnc3sc(-c4ccc(Br)o4)nn23)cc1,-0.1,2.6,16.8,-12.6,-6.9,1,1,-2.6,2.4,-3.4
CCN(CC)c1nc2n(c(=S)n1)CCS2,-0.4,0.7,nt,-13.7,-5.1,0.9,1,-2.7,-0.1,-1.0
CCOC(=O)c1c(C)[nH]c(C(=O)CSc2nnc(Nc3ccccc3F)s2)c1C,-0.3,6.8,-15.3,-5.6,-0.5,0.9,0.9,27.1,-0.3,0.0
CCOC(=O)C1CCCN(Cc2c(Cl)cccc2Cl)C1 (centres undefined),-0.1,0.4,-11.1,-15.2,-6.7,0.9,1,7.2,2.7,-3.7
Cc1cc(NC(=O)CNC(=O)C2CCCCC2)no1,0.2,1.3,-22.0,-14.4,-7.0,1,1,-6.2,0.1,-10.9
CCc1ccccc1N1C(=O)C2C3CC(=O)C(c4ccccc43)C2C1=O (centres undefined),0.1,2.1,-2.1,-6.7,-3.0,1,1,7.0,-0.4,6.7
CCCN1CCN(CCCNC(=S)Nc2ccc3nc(N4CCN(CC)CC4)cc(C)c3c2)CC1,0.1,-1.3,6.6,7.1,-0.8,0.9,0.8,25.6,-1.9,-3.5
CCOc1ccc(NC(=O)c2cc(C)nc3ccccc23)cc1,0.0,1.5,5.6,-14.8,-3.6,0.9,0.9,-6.0,-0.4,4.2
CNCCOc1ccccc1OC(C)C,-0.3,-0.1,-22.2,-11.7,-1.2,0.7,0.8,-1.2,6.7,-0.4
COc1ccc(Nc2nc(N)nc(CSc3nnc(C)s3)n2)cc1,0.6,5.0,nt,-5.3,-4.3,1.1,1.1,2.2,1.2,-6.2
C=CCOc1c(Br)cc(C2NC(=O)NC(C)=C2C(C)=O)cc1OCC (centres undefined),-0.5,4.8,nt,-8.9,-6.0,1,1,1.3,-3.4,-6.7
Cc1sc2nc3ccc(N4CCCC4)nn3c(=O)c2c1C,-0.2,0.6,-2.8,-11.3,1.4,1.6,2.2*,-1.1,-0.4,-5.4
CSc1ccc(/C=C/C(=O)NC(=O)c2ccccc2O)cc1,-0.2,2.1,-14.4,-2.8,-1.0,0.9,0.9,-6.6,0.5,-2.2
CCCNc1c(N)n(-c2ccccc2)c(=O)[nH]c1=O,-0.3,1.2,nt,-10.1,-3.2,1,1,-4.3,1.5,-2.0
CC(=O)c1ccc(NC(=O)C(C)N2CCN(C/C=C/c3ccccc3)CC2)cc1 (centres undefined),-0.3,-0.2,1.4,-10.2,-0.3,1,1,86.2*,-0.7,-6.1
CCCCn1c(-c2csc3c2CCC(C)C3)n[nH]c1=S (centres undefined),-0.2,0.9,nt,24.4,2.7,0.8,0.9,19.0,-4.1,1.3
COc1ccccc1CNC(=O)COC(=O)Cn1cnc2ccccc21,0.1,2.5,-6.5,-13.3,-1.8,1.1,1,-9.8,-1.5,-2.6
Clc1ccc(CSc2ccc(-c3ccccn3)nn2)cc1,-0.4,0.9,-5.0,-14.6,-7.3,1,1.2,4.7,-0.5,-0.5
CNCc1c(C)nn(-c2ccccc2)c1C,-0.1,-0.4,-18.6,4.5,5.7,1,0.9,-5.7,-0.6,4.3
CCC1(CC)Cc2ccccc2C(C2=C(O)CC(C)(C)CC2=O)=N1,-0.2,1.0,-1.9,-7.4,-4.7,1,1,-0.7,-0.4,0.4
CCn1nnnc1-c1ccc(OC)c(S(=O)(=O)Nc2ccc(OC)cc2)c1,-0.3,0.7,0.1,-7.6,-3.4,0.9,0.9,-4.1,0.8,0.3
CC(=O)c1ccc(NC(=O)N2CCCC(C(=O)c3ccc4c(c3)OCO4)C2)cc1 (centres undefined),0.1,1.1,-2.6,2.2,4.5,0.9,1.1,-1.9,-1.2,-0.7
N#Cc1cn(-c2ccccc2)nc1C(=O)c1ccccc1,-0.2,3.7,nt,-13.2,-6.3,0.9,0.9,1.4,0.0,-7.3
O=C(CCCC(=O)OCC(=O)NC1CCCC1)Nc1ccccn1,-0.3,1.0,6.9,-14.7,-6.3,1,1,-4.0,0.5,3.0
Cc1cc(N2CCN(C(c3ccccc3)c3ccc(Cl)cc3)CC2)n2ncnc2n1 (centres undefined),0.1,0.9,2.5,0.8,-4.2,1,1,6.4,1.5,-0.3
COc1ccc(OC)c2[nH]c(=O)c(CCNC(=O)c3ccc(S(=O)(=O)N4CCCC4)cc3)cc12,-0.4,1.2,6.6,-7.2,-4.0,0.8,0.8,67.1*,-0.1,0.0
Cc1cc(SCc2cc(=O)[nH]c3ccccc23)nc2ccccc12,-0.4,6.6,nt,-11.6,-6.8,1,0.9,2.5,-3.6,1.6

# Arranged by value in S1P3 antagonist (ascending): some entries from above.
Structure	Hsp70 activator	RAM network inh	S1P3 antagonist	TNAP inh no acc	TNAP inh hiacc	PMI act	PMI act satM6P	Redox H2O2 prof	HMGR II inh
Cc1ccc(S(=O)(=O)N2CCC(=O)N(CCOC(=O)Nc3cccc(Cl)c3)CC2)cc1	-0.2	1.7	-3.9	-0.8	-1.5	1	1.1	0.5	-7.6
CC(=O)c1ccc(NC(=O)C(C)N2CCN(C/C=C/c3ccccc3)CC2)cc1 (centres undefined)	-0.3	-0.2	1.4	-10.2	-0.3	1	1	-0.7	-6.1
O=C(CCCC(=O)OCC(=O)NC1CCCC1)Nc1ccccn1	-0.3	1.0	6.9	-14.7	-6.3	1	1	0.5	3.0

# 4 compounds drawn at random from the list so far, as already listed:
SMILES,Hsp70 activator,RAM network inh,S1P3 antagonist,TNAP inh no acc,TNAP inh hiacc,PMI act,PMI act satM6P,L major viab,Redox H2O2 prof,HMGR II inh
CSc1ccc(/C=C/C(=O)NC(=O)c2ccccc2O)cc1,-0.2,2.1,-14.4,-2.8,-1.0,0.9,0.9,-6.6,0.5,-2.2
CCOC(=O)C1CCCN(Cc2c(Cl)cccc2Cl)C1 (centres undefined),-0.1,0.4,-11.1,-15.2,-6.7,0.9,1,7.2,2.7,-3.7
N#Cc1cn(-c2ccccc2)nc1C(=O)c1ccccc1,-0.2,3.7,nt,-13.2,-6.3,0.9,0.9,1.4,0.0,-7.3
CC(=O)c1ccc(NC(=O)C(C)N2CCN(C/C=C/c3ccccc3)CC2)cc1 (centres undefined),-0.3,-0.2,1.4,-10.2,-0.3,1,1,86.2*,-0.7,-6.1
